Bioassay records from PubChem BioAssay.
Texas Red fluor: Texas Red region autofluorescence; hit rate 0.06% among 59,000; Compound fluorescence, Texas Red channel, 547/618 nm; hits give high values; max dye-equivalent concentration, M; in the data active means max dye-equivalent concentration above about 10 nM; inconclusive means between about 1.1 nM and that limit
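Texas Red-region profiling: compounds in 100 mM Tris pH 8.0 were read at 547/618 nm after 15 min at room temperature. Intensities were normalized against a six-point Texas Red standard series to give dye-equivalent concentration.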
HBB splicing: modulators of hemoglobin beta chain splicing; HBB splicing reporter cell assay, activation; EGFP reporter with mutant IVS2-654 intron; response scale: normalised to 500 nM splice-correcting PNA; Potency, µM (highest dose often 46.1 µM), for inactives: top-dose activation, most hits filed as activators; hit rate 0.06% among 65,000; AID 925; further: potency means the concentration at half of the fitted maximal effect; 0% is about no effect
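HeLa cells stably expressing EGFP interrupted by mutant beta-globin intron 2 (IVS2-654), 500/well in 2% FCS. Treated with compound for 2 days at 37C. Splicing correction scored as total well GFP intensity (488 nm excitation, 500-520 nm emission); 500 nM antisense PNA served as control.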
GFP derepression: epigenetic GFP locus derepression in mouse cells; mouse C127i GFP locus derepression, cytometry, 30 h; Potency, µM (titrated, usually from 46.1 µM), inactives show at the top dose GFP derepression (activation); hit rate 0.09% among 68,000; further: % of control where 0% means no effect
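Derepression screen: silenced CMV-GFP reporter in murine C127i cells, 30 h compound incubation at 37 C, washed cells imaged by laser-scanning cytometer to enumerate GFP-expressing objects of 20 to 120 um.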
UbGFP stabilizer: ubiquitin-GFP accumulation via proteasome inhibition; AID 526; Ubiquitin-GFP reporter cells, proteasome inhibition, GFP fluorescence; response scale: untreated = 0%, 10 µM MG-132 = 100%; Potency, µM (doses to about 45.9 µM), without a hit: top-dose activation (GFP accumulation), most hits filed as activators; 67,000 tested, under 10 active; active means well fitted activation curve with a large enough effect, not every such curve was filed as active; inconclusive means small, poorly fitted or top-dose-only effect, or another doubt; inactive means no such curve, though single readings can be large or run the other way; further: potency means the concentration at half of the fitted maximal effect
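U2OS cells stably expressing ubiquitin(G76V)-GFP, seeded overnight in 0.5% FBS medium, were exposed to compounds (qHTS, 46 uM to 2.9 nM) for 4 hr at 37 °C. GFP-positive cells were counted by laser cytometry (488 ex/515 em), normalized between basal and 10 uM MG-132.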
Fluorescein autfl: compound fluoresces in the fluorescein spectral region; Compound autofluorescence, 480/540 nm, fluorescein-equivalent; hits give high values; max fluorescein-equivalent concentration, M; hit rate 0.91% among 59,000; AID 593; in the data active means max fluorescein-equivalent concentration above about 10 nM; inconclusive means between about 1.1 nM and that limit
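Fluorescein stocks ranging 3 mM down to 300 nM, plus DMSO blanks, were pinned alongside compounds to build a per-plate standard curve. Buffer: 100 mM Tris, pH 8.0. Incubation 15 min, room temperature; filters 480/540 nm.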
Luciferase inh: firefly luciferase inhibition | P08659 | AID 411 | Potency, µM (series often up to 57.1 µM), without a hit: at the top dose activity change, negative = inhibition, usual class: inhibitors | hit rate 2.2% among 72,000 | purified firefly luciferase, luminescence, 8 min; further: potency means the concentration at half of the fitted maximal effect; on the % scale 0 is the no-effect control and ±100 the full control effect; nearly all actives have a fitted effect of over 40% in size
Target sequence (P08659 whole entry, looked up): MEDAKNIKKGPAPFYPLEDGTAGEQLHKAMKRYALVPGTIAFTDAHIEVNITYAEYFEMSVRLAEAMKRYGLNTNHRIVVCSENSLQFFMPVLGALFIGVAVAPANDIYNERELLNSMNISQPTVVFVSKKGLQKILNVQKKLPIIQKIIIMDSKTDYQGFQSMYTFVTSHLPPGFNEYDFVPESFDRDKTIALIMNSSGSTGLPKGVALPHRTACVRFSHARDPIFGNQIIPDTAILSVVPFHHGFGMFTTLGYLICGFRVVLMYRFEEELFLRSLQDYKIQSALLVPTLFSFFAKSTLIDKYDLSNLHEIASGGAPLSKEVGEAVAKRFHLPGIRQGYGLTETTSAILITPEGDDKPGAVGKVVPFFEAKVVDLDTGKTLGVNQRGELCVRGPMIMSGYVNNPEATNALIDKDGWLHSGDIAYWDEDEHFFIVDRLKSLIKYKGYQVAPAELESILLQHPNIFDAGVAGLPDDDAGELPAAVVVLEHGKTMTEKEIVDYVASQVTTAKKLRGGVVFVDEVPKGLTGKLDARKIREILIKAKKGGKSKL
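Compounds were tested as concentration series (qHTS) against purified P. pyralis luciferase with luciferin and 10 uM ATP in 50 mM imidazole pH 7.2, 50 mM KCl, 7 mM MgCl2, 0.01% Tween 20, 0.05% BSA. Luminescence was read after 8 min at ambient temperature.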
4-MU autofl: compound fluoresces in the 4-MU spectral region; compound autofluorescence, 340/450 nm, 4-MU equivalents; hits give high values; max dye-equivalent concentration, M; hit rate 11% among 59,000; AID 589; in the data active means max dye-equivalent concentration above about 10 nM; inconclusive means mostly about 1.1 nM to 9.6 nM
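Compounds in 100 mM Tris, pH 8.0, sat 15 min at room temperature before fluorescence was read at 340 nm excitation/450 nm emission; a per-plate six-point 4-MU standard curve converted signals to dye-equivalent concentration at each compound concentration.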
CRE Fsk mod: modulators of forskolin-stimulated CRE signaling in CHO cells; CHO CRE-bla reporter (cAMP response element driving beta-lactamase), forskolin EC10, beta-lactamase ratio; Potency, µM (highest dose often 38.2 µM), inactives show top-dose activity change, negative = inhibition, actives largely listed as activators; hit rate 2.5% among 71,000; AID 662; active means well fitted activation curve with a large enough effect in the signal ratio, with a control signal flat, not every such curve was filed as active; inconclusive means small, poorly fitted or top-dose-only effect, or effect the other way, or a change in a side signal; the % refers to the signal ratio; further: potency means the concentration at half of the fitted maximal effect; % of control where 0% means no effect
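Reporter-gene assay: CHO cells with beta-lactamase behind cAMP responsive elements, co-treated with compound and EC10 NKH 477 for 3 hours at 37 degrees Celsius. Activity came from the 460/530 nm CCF4 emission ratio.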
Hsp90 Hop PPI: changes Hsp90-Hop TPR2A binding signal, up or down; hit rate 0.44% among 71,000; AID 595; AlphaScreen TPR2A-His6 binding biotin-Hsp90 C-terminal peptide; Potency, µM (doses to about 57 µM), inactives show top-dose activity change, negative = inhibition; active means well fitted curve in either direction with a large enough effect; inconclusive means small, poorly fitted or top-dose-only effect, or another doubt; further: potency means the concentration at half of the fitted maximal effect; on the % scale 0 is the no-effect control and ±100 the full control effect; many of its hits are not listed in these tables
A350 autofl: compound fluoresces in the Alexa 350 spectral region. hit rate 11% among 59,000. max dye-equivalent concentration, M. AID 590. Compound autofluorescence, 340/450 nm, Alexa 350 dye-equivalents; hits give high values; in the data active means max dye-equivalent concentration above about 10 nM; inconclusive means mostly about 1.1 nM to 9.6 nM
ERK AVP inh: vasopressin-driven ERK pathway inhibition. AID 995. Potency, µM (series often up to 57.5 µM), inactives show at the highest dose activity, negative = inhibition, usual class: inhibitors. hit rate 0.99% among 72,000. HEK293-V1b, vasopressin-stimulated pERK AlphaScreen; further: potency means the concentration at half of the fitted maximal effect; on the % scale 0 is the no-effect control and ±100 the full control effect; nearly all actives have a fitted effect of over 55% in size
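HEK293 cells stably expressing V1b receptor, seeded overnight in 1% FBS, were treated with compounds for 30 min at 37C, then stimulated 5 min with 25 nM vasopressin; phospho-ERK read by AlphaScreen SureFire after lysis.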
The depositor's hits bear a star; i = inactive; ? = inconclusive; · = not tested or not shown; [ ] = dose if it differs, or a comment. Unless noted, the call rests on the fitted dose curve; in most records, active means well fitted curve in the direction sought with a large enough effect; inconclusive means small, poorly fitted or top-dose-only effect, or another doubt; inactive means no such curve, though single readings can be large; an effect the other way counts as inactive or inconclusive.

SMILES	Texas Red fluor	HBB splicing	GFP derepression	UbGFP stabilizer	Fluorescein autfl	Luciferase inh	4-MU autofl	CRE Fsk mod	Hsp90 Hop PPI	A350 autofl	ERK AVP inh
COc1cc2c3cc1Oc1cc(ccc1O)C[C@@H]1c4c(cc(OC)c(O)c4Oc4cccc(c4)C[C@H]3N(C)CC2)CC[N+]1(C)C	?	1.4%[20.6 µM]	12%[20.6 µM]	-11%[20.5 µM]	i	1%[25.5 µM]	i	-4%[17.1 µM]	-3%[26 µM]	i	19%[25.7 µM]
CCN1c2nc3c(C)cccn3c(=O)c2CC2(C(=O)N(C)C(=O)N(C)C2=O)C1C (configuration not stated)	?	1.7%[57.5 µM]	-2%	-6%	?	4%	2.9e-08M*	2%	-2%	3.8e-08M*	-11%
CCC(=NCCOc1ccc(Cl)cc1)c1c(O)n(C)c(=O)n(C)c1=O	i	·	-1%[20.6 µM]	·	i	1%[25.5 µM]	?	·	·	1.1e-08M*	·
CC[N+]1(C)CCCC(OC(=O)C(O)(c2ccccc2)c2ccccc2)C1 (configuration not stated)	i	·	4%[20.6 µM]	·	i	-2%[25.5 µM]	i	·	·	i	-10%
CCC1(CC)C(=O)NC(=NCCc2c[nH]c3ccccc23)NC1=O	i	-0.3%	4%	-2%	i	-3%	i	-8%	-3%	i	6%
O=C(c1cccs1)C1CN2CCC1CC2 (configuration not stated)	·	-1.9%	-2%	-12%	·	-3%	·	-4%	-3%	·	10%
O=C(O)[C@H]1[O][Sb][O][C@@H](C(=O)O)C1O (some centres not stated)	i	-2.6%[9.22 µM]	-1%[9.22 µM]	-3%[9.17 µM]	i	-1%[11.4 µM]	i	9%[7.6 µM]	-4%[11 µM]	i	-1%[11.5 µM]
CCC(=NCCO)c1c(O)n(-c2ccc(Cl)cc2)c(=O)[nH]c1=O	i	1.3%[1.84 µM]	0%	23%	i	-1%	i	29%	-2%	i	3%
COc1ccc2c(c1OC)C(=O)OC2c1c(O)n(Cc2ccc(F)cc2)c(=O)[nH]c1=O (configuration not stated)	i	1.6%[1.84 µM]	-2%	5%	i	4%	?	?	?	?	51%[activator]
CCN(CC)CCCN=Cc1c(O)n(-c2ccccc2F)c(=O)[nH]c1=O	i	-0.9%	3%	-4%	i	3%	i	5%	-1%	i	2%
C[C@H]1C(=O)O[C@H]2CCN3CC=C(COC(=O)[C@](C)(O)[C@@]1(C)O)[C@H]23	i	·	-5%[9.22 µM]	4%	i	-3%[11.4 µM]	i	5%	-1%	i	·
O=C(C[C@H](c1ccccc1)c1c(O)c2ccccc2oc1=O)c1ccccc1	i	-0.2%[9.22 µM]	-3%[9.22 µM]	2%[9.17 µM]	i	1%[11.4 µM]	i	6%[7.6 µM]	-1%[11 µM]	i	6%[11.5 µM]

Entries listed so far containing fluorine (two):
SMILES	Texas Red fluor	HBB splicing	GFP derepression	UbGFP stabilizer	Fluorescein autfl	Luciferase inh	4-MU autofl	CRE Fsk mod	Hsp90 Hop PPI	A350 autofl	ERK AVP inh
COc1ccc2c(c1OC)C(=O)OC2c1c(O)n(Cc2ccc(F)cc2)c(=O)[nH]c1=O (configuration not stated)	i	1.6%[1.84 µM]	-2%	5%	i	4%	?	?	?	?	51%[activator]
CCN(CC)CCCN=Cc1c(O)n(-c2ccccc2F)c(=O)[nH]c1=O	i	-0.9%	3%	-4%	i	3%	i	5%	-1%	i	2%

(more compounds)
SMILES	Texas Red fluor	HBB splicing	GFP derepression	UbGFP stabilizer	Fluorescein autfl	Luciferase inh	4-MU autofl	CRE Fsk mod	Hsp90 Hop PPI	A350 autofl	ERK AVP inh
Cc1c(C(=O)N2CCC3(CC2)OCCO3)oc2ccc(S(=O)(=O)N3CCOCC3)cc12	i	-1.6%	2%	4%	i	-1%	i	-2%	-3%	i	-7%
CCCCn1c(N)c(C(=O)OCC2CCCO2)c2nc3ccccc3nc21 (configuration not stated)	i	2.0%	3%	6%	?	-6%	4.2e-06M*	?	6%	5.1e-06M*	-24%
O=C(NCC(c1cccnc1)N1CCOCC1)Oc1ccccc1 (configuration not stated)	i	-4.8%	-1%	-2%	i	0%	i	-5%	-2%	i	8%
COc1ccc(N=C(C)c2c(O)n(C3CCCCC3)c(=O)[nH]c2=O)c(OC)c1	i	5.7%[1.84 µM]	2%	-1%	?	3%	?	?	-2%	?	5%
CC(=O)OC1(c2ccc(C)cc2)CN2CCC1c1ccccc12 (configuration not stated)	?	·	-1%[20.6 µM]	·	i	0%[25.5 µM]	i	·	·	i	·
Cc1cc(N2C(=O)CC(N3CCC(n4c(=O)[nH]c5ccccc54)CC3)C2=O)no1 (configuration not stated)	?	-1.3%	5%	-5%	i	0%	i	-2%	-6%	i	-12%
CCOC(=O)N(C)c1ccc(C(O)(C(=O)OCC)C(F)(F)F)cc1 (configuration not stated)	i	-1.5%	6%	-4%	i	2%	i	9%	2%	i	2%
O=[As](O)(O)c1ccc(Cc2ccc([As](=O)(O)O)cc2)cc1	i	1.8%[9.22 µM]	?	-5%[9.17 µM]	i	-12%[11.4 µM]	i	?	-5%[11 µM]	i	1%[11.5 µM]
Cc1cc(N)n(C2CCN(C)CC2)n1	i	-0.1%	-2%	-2%	i	3%	i	1%	0%	i	13%
COc1cc2c(cc1O)C[C@@H]1c3c(cc(O)c(OC)c3-2)CCN1C	i	0.6%[9.22 µM]	3%[9.22 µM]	-9%[9.17 µM]	i	3%[11.4 µM]	?	3%[7.6 µM]	-6%[11 µM]	?	-11%[11.5 µM]
C=Cn1ccnc1P(=S)(c1ccn(C)c1)c1nccn1C=C	i	0.2%[57.5 µM]	0%	0%	i	-5%	i	-5%	-19%	i	-23%
COCCOC(=O)C1=C(N)Oc2c(c(=O)oc3ccccc23)[C@@]12C(=O)Nc1ccccc12	i	·	2%[20.6 µM]	·	i	2%[25.5 µM]	i	·	·	i	·
N[C@H](Cc1ccc2oc3cc(=O)c4ccccc4c-3nc2c1)C(=O)O	4.7e-08M*	-0.1%[9.22 µM]	-2%[9.22 µM]	0%[9.17 µM]	8.5e-07M*	-1%[11.4 µM]	i	?	-8%[11 µM]	?	6%[11.5 µM]
CCn1c(C(=O)N2CCC(C(=O)N3CCC4(CC3)OCCO4)CC2)cc2sccc21	?	0.1%	-1%	-7%	i	0%	i	?	3%	i	9%
CCOc1c(P(=S)(N(C)C)N(C)C)c(C)nn1-c1ccccc1	i	3.4%	0%	0%	?	1%	i	-7%	4%	i	-7%
O=C(c1cc2c(s1)CCCCCC2)N1CCC2(CC1)OCCO2	i	0.2%	3%	2%	i	-9%	i	19%	-2%	i	6%
O=C(O)Cn1cc(C(=O)c2ccccc2)c2ccccc21	?	1.0%	3%	3%	?	1%	i	?	-1%	?	-2%
c1ccc(N2CC3(CCNCC3)C2)nc1	i	2.3%	-2%[9.22 µM]	-7%	i	-2%[11.4 µM]	i	-5%	-3%	i	9%
CCCNc1oc(-c2cccc3ccccc23)nc1C#N	i	-0.8%[0.369 µM]	0%	·	i	-8%	7.8e-07M*	?	3%	8.2e-07M*	-23%
CC1CC2(O)c3no[n+]([O-])c3CCC2N1O (configuration not stated)	?	-0.2%	0%	4%	i	2%	i	2%	-1%	i	-8%
N[C@@H](CSC1c2ccccc2-c2ccccc21)C(=O)O	i	-1.1%[9.22 µM]	4%[9.22 µM]	-3%[9.17 µM]	i	2%[11.4 µM]	i	-8%[7.6 µM]	-2%[11 µM]	i	-1%[11.5 µM]
OC1(c2ccc(F)cc2)CC2CCC(C1)N2Cc1nnnn1C1CCCCC1 (configuration not stated)	i	·	2%	3%	i	0%	i	5%	-3%	i	3%
CCN(CC)CCCN=C(C)c1c(O)n(C2CCCCC2)c(=O)[nH]c1=O	?	7.1%[1.84 µM]	0%	9%	?	3%	?	23%	1%	?	-11%
C(#CCN1CCOCC1)COCC#Cc1ccccc1	i	-3.3%[57.5 µM]	3%	0%	?	-1%	i	-2%	-2%	i	15%
O=c1[nH]c(=O)n(CCC2=CCCCC2)c(O)c1C=NCCCn1ccnc1	i	-0.9%	0%	1%	i	4%	i	-7%	-4%	i	6%
COc1cccc(-n2cnc3scc(-c4cccs4)c3c2=O)c1	i	4.0%	0%	5%	i	3%	i	11%	0%	i	?
C=CCn1c(O)c(C(C)=Nc2ccc(C(=O)OCC)cc2)c(=O)[nH]c1=O	i	4.9%[1.84 µM]	-2%	21%	i	-4%	i	?	-1%	i	32%[activator]
CCN(CC)CCCN=Cc1c(O)n(CCc2ccc(F)cc2)c(=O)[nH]c1=O	i	-2.0%[57.5 µM]	-2%	-1%	i	3%	i	14%	-1%	?	1%

An excerpt. The share of hits here may be higher or lower than overall.
